# KRASV12 cytotoxicity: cytotoxicity in KRAS-transformed pancreatic duct cells, primary screen, cell-based, fluorescence, HTS (AID 431). HPDE-C7K KRASV12 cells, Alamar Blue viability, 48 h; higher % means a stronger effect. one-dose cytotoxicity, % at 10 µM; EC50 in µM for titrated hits. actives 1.7% (n = 63,000);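 active means compounds whose percent cytotoxicity in the single-dose primary screen, scaled between solvent and toxic-drug controls, exceeds 50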;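 further: 0% = DMSO solvent wells and 100% = doxorubicin-treated wells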
# Bfl-1 inhibitors: Bfl-1 inhibitors, primary screen, biochemical, fluorescence polarization, FITC-Bid, mouse (AID 432); actives 0.02% (n = 64,000); one-dose displacement, % at 20 µM; IC50 in µM for titrated hits; Bcl-2-related protein A1 (Mus musculus); FITC-Bid BH3 peptide fluorescence polarization displacement; higher % means a stronger effect; in the data active means a potency from the dose series; inactive means the rest, 99 in 100 with displacement below about 15%; further: strong numbers were not always called active
# LYP phosphatase: LYP phosphatase inhibitors, primary screen, biochemical, DiFMUP fluorescence, recombinant catalytic domain, 10 µM (AID 606) | Tyrosine-protein phosphatase non-receptor type 22 (Homo sapiens) | recombinant LYP catalytic domain, DiFMUP fluorescence; higher % means a stronger effect | one-dose inhibition, % at 10 µM; IC50 in µM for titrated hits | 52,000 tested, under 10 active;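 active means IC50 under 40 µM in the dose-response test; inactive means IC50 of 40 µM or more, or never dose-tested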
# TNAP inhibition: human TNAP enzyme inhibitors, biochemical, luminescent (AID 518) | Alkaline phosphatase, tissue-nonspecific isozyme (Homo sapiens) | purified TNAP enzyme, luminescent substrate readout; higher % means a stronger effect | inhibition, % at 20 µM; hits with a dose series show IC50 in µM | actives 0.09% (n = 64,000); in the data active means a potency from the dose series; inactive means the rest, 99 in 100 with inhibition below about 22%;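 further: plate controls were vehicle for no effect and reference inhibitor for full effect; many of its hits are not listed in these tables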
# HPDE-C7 cytotoxicity: cytotoxicity in HPDE-C7 cells, cell-based, fluorescence, HTS (AID 430); HPDE-C7 pancreatic duct cells viability, fluorescence; higher % means a stronger effect; cytotoxicity, % at 10 µM; hits with a dose series show EC50 in µM; actives 1.8% (n = 63,000);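 further: cells exposed to compound for 48 hours before viability readout; 0% = vehicle and 100% = reference cytotoxic drug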
# Spn PMK inh: S. pneumoniae PMK inhibitors, primary screen, biochemical, mevalonate pathway, pilot trial included. phosphomevalonate kinase (Streptococcus pneumoniae D39). purified PMK, PK/LDH-coupled NADH absorbance 340 nm. inhibition, % at 10 µM. actives 0.49% (n = 65,000);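 active means top-ranked compounds by inhibition in the single 10 µM screen, taking a fixed number of the strongest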;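 further: 0% = full reaction with DMSO carrier and 100% = background rate without enzyme reaction; no value below 0 was filed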
# DPM-DC inhibit: S. pneumoniae DPM-DC inhibitors, primary screen, biochemical, PK/LDH-coupled NADH fluorescence | diphosphomevalonate decarboxylase (Streptococcus pneumoniae D39) | purified DPM-DC | calls only at 10 µM | actives 0.49% (n = 65,000);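 active means the 320 compounds with the highest percent inhibition in the single-dose primary screen, excluding strongly autofluorescent ones, cut at about 32% in these data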;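 further: kinetic rate of NADH fluorescence loss reporting ADP formed by the decarboxylase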
# Spn MK inh: S. pneumoniae MK inhibitors, primary screen, biochemical, PK/LDH-coupled NADH absorbance | mevalonate kinase [Streptococcus pneumoniae D39] | purified MK, PK/LDH-coupled NADH absorbance 340 nm | inhibition, % at 10 µM | actives 0.48% (n = 65,000) | AID 555, 2006;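 active means ranked among the strongest by inhibition in the single 10 µM screen, a fixed top-ranked set picked for dose follow-up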; further: no value below 0 was filed
# HT1080 cytotoxicity: cytotoxicity in HT1080 fibrosarcoma cells, cell-based, fluorescence readout (AID 620). HT1080 viability, fluorescence; higher % means a stronger effect. cytotoxicity, % at 10 µM; hits with a dose series show EC50 in µM. actives 0.42% (n = 87,000);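 further: cells exposed to compound overnight then 4 h with Alamar Blue; 0% = vehicle DMSO and 100% = killing control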
# Spn PMK inh pilot replicates: also measured in Spn PMK inh; calls as there; inhibition, %; measured here: pilot screen replicates
# Spn MK inh pilot replicates: further read-out of Spn MK inh, marked with its call; inhibition, %; measured here: pilot screen replicates
# DPM-DC inhibit pilot screen %: recorded beside DPM-DC inhibit, whose call it bears; inhibition, %; measured here: pilot screen trials
# An asterisk follows results filed as active; i = inactive; . = not tested or not shown; + = active, no number. Unless noted, no stated cut-off is given here; in the data, active means cytotoxicity above about 50%; inactive means the rest. Random draw from the library. About 3.5% of those tested had a hit in this group.
SMILES,KRASV12 cytotoxicity,Bfl-1 inhibitors,LYP phosphatase,TNAP inhibition,HPDE-C7 cytotoxicity,Spn PMK inh,DPM-DC inhibit,Spn MK inh,HT1080 cytotoxicity,others
N#Cc1c(F)cccc1N1CCOCC1,4%,0%,17%,9%,5%,0,i,11,29%,
O=C(Cn1cc(C(=O)c2cccs2)c2ccccc21)NCc1ccc2c(c1)OCO2,8%,-8%,.,10%,7%,4,i,5,-8%,
COc1ccc(NC(=O)c2c(-c3ccccc3Cl)noc2C)c(OC)c1,-1%,-7%,2%,9%,6%,20,i,0,3%,
Cc1cc2c(c(=O)o1)C(Cc1ccccc1)C(C#N)=C(N)O2 (stereo not drawn),-2%,-12%,.,13%,22%,3,i,0,9%,Spn PMK inh pilot replicates=1.5;Spn MK inh pilot replicates=9.0;DPM-DC inhibit pilot screen %=0.0
COC(=O)c1c(-c2ccc(F)cc2)csc1NC(=O)c1ccco1,5%,-4%,0%,11%,4%,0,i,3,.,
Cc1ccc(OCCSc2nnc(NC(=O)c3ccco3)s2)cc1,14%,-10%,-2%,12%,4%,0,i,8,-2%,
COc1ccccc1-c1cc(C(F)(F)F)nc(S(=O)(=O)CCCC(=O)N2CCCCC2C)n1 (stereo not drawn),50%*,7%,4%,-2%,89%*,12,.,5,19%,
Cc1nnc(SCC(=O)N2CCC(C(N)=O)CC2)s1,-3%,1%,-12%,7%,-3%,3,i,0,31%,Spn PMK inh pilot replicates=0.0;Spn MK inh pilot replicates=0.0;DPM-DC inhibit pilot screen %=0.0
O=C(COC(=O)CCOc1ccccc1)Nc1ccc(Cl)cn1,-4%,3%,7%,18%,0%,14,i,1,2%,Spn PMK inh pilot replicates=0.0;Spn MK inh pilot replicates=0.0;DPM-DC inhibit pilot screen %=0.0
CCOc1ccc(N(CC(=O)NC2CCCCCC2)S(=O)(=O)c2c(C)noc2C)cc1,8%,-6%,-2%,4%,-2%,8,i,6,-8%,
COc1cccc(/C=N/n2cncn2)c1OCC#N,-16%,-12%,.,6%,-24%,9,i,0,3%,
CC(C)[C@H](NC(=O)NC1CCCC1)C(=O)O,-4%,-2%,.,12%,-12%,12,i,14,1%,Spn PMK inh pilot replicates=0.0;Spn MK inh pilot replicates=0.0;DPM-DC inhibit pilot screen %=0.0
O=C(NCCCO)c1ccc2[nH]c3ccccc3c2c1,16%,-2%,16%,5%,7%,10,i,2,0%,
Cc1cc(NC(=O)COC(=O)c2cc3c(s2)CCC(C)C3)no1 (stereo not drawn),-4%,2%,11%,5%,-5%,17,i,2,12%,
O=C(c1ccccc1NS(=O)(=O)c1ccc(Br)s1)N1CCCC1,14%,0%,19%,10%,-3%,5,i,5,4%,
COC(=O)c1c(NC(=O)C2CC2)sc2c1CCCC2,5%,0%,5%,14%,-2%,15,i,7,1%,
COc1cc2c(=O)n(Cc3ccco3)c(=O)n(CC(=O)c3ccc(Br)cc3)c2cc1OC,80%*,-2%,7%,7%,86%*,8,i,4,9%,
O=C(COc1ccccc1)Nc1cccc(-c2nnc(-c3ccccc3)o2)c1,8%,-7%,9%,11%,8%,8,i,4,7%,
CC1CC(C(F)(F)F)n2ncc(C(=O)O)c2N1 (stereo not drawn),-13%,-7%,.,9%,0%,2,i,12,7%,
Cc1c(C(=O)Nc2nnc(C(F)(F)F)s2)oc2ccccc12,29%,-4%,.,12%,26%,0,i,12,82%*,Spn PMK inh pilot replicates=0.0;Spn MK inh pilot replicates=0.0;DPM-DC inhibit pilot screen %=4.5
Cc1ccc(CNC(=O)C2c3ccccc3C(=O)N(C)C2c2c[nH]c3ccccc23)o1 (stereo not drawn),-3%,2%,0%,2%,-26%,17,i,9,.,
CCCS(=O)(=O)c1c(S(=O)(=O)CCC)c2cc(CC)ccn2c1C(=O)OC,-2%,6%,.,5%,5%,0,i,5,0%,
CCSc1nnc(NC(=O)CSc2nc3c(c(=O)n2C)SC(C)C3)s1 (stereo not drawn),.,.,12%,.,.,17,i,0,-3%,
CCCCc1ccc(NC(=O)CSC2=C(C#N)C(c3ccco3)C3=C(CCCC3=O)N2)cc1 (stereo not drawn),80%*,-2%,-12%,12%,72%*,2,i,7,5%,
O=C(Nc1cccc(C(F)(F)F)c1)C1CCCN(S(=O)(=O)c2cnc[nH]2)C1 (stereo not drawn),-12%,1%,.,23%,-8%,14,i,5,2%,
CC(=O)c1cnc(Nc2nc(C)c3cccc(C)c3n2)nc1C,-5%,-3%,4%,3%,1%,5,i,2,18%,
CC[C@@H](C)[C@H](NS(=O)(=O)c1ccc(C)cc1)C(=O)N1CCC(C(=O)NCC(=O)O)CC1,-14%,-1%,-34%,5%,-5%,0,i,4,-7%,
CN(CC(=O)NCc1ccco1)S(=O)(=O)c1ccc2c(c1)n(C)c(=O)c(=O)n2C,0%,-6%,.,8%,-4%,4,i,3,1%,
COc1ccc(Nc2nc(N3CCCC3)c3ccccc3n2)cc1,22%,2%,-10%,-6%,27%,10,i,7,20%,
CC1Cc2ccccc2N1C(=O)c1cnc2ccccn2c1=O (stereo not drawn),0%,-10%,7%,6%,-6%,17,i,0,10%,
COc1ccccc1CNc1nc2nc3c(c(=O)n2[nH]1)CCC3,13%,-4%,.,3%,-6%,0,i,6,-2%,
Cc1nc(NCc2ccco2)c(C#N)c2c1COC(C)(C)C2,-14%,-3%,2%,7%,-18%,0,i,4,-2%,
CCC(CC)C(=O)Nc1c2cnn(-c3ccccc3)c2nc(=O)n1-c1ccccc1,-18%,-20%,19%,5%,-27%,3,i,4,4%,
CCOC(=O)N1CCC(NS(=O)(=O)c2ccc3c(c2)C(C)(C)C(=O)N3C)CC1,11%,112%,9%,-10%,-4%,4,i,0,-8%,
COc1cccc(N2CCN(Cc3coc4c(Cl)cc(Cl)cc4c3=O)CC2)c1,65%*,-3%,.,8%,62%*,6,i,12,-10%,
CCCCN(C)C(=O)CCCCn1c(=O)[nH]c2cc(OCC)c(OCC)cc2c1=O,6%,1%,-4%,-4%,2%,9,i,4,2%,
Cc1ccc2c(c1)c1c3n2CCCNC3CCC1 (stereo not drawn),4%,-1%,.,-6%,-8%,4,i,5,-1%,
COc1cc2cc(CN(CCN3CCCC3)C(=O)Nc3ccccc3Cl)c(=O)[nH]c2cc1OC,22%,-6%,.,13%,4%,21,.,35,-3%,
Cc1cc(Br)ccc1OCc1nc(-c2cccnc2)no1,1%,-1%,8%,-1%,6%,0,i,7,4%,
Cc1cccc(NC(=O)c2cc(NC(=O)C3CC=CCC3C(=O)O)ccc2N2CCOCC2)c1 (stereo not drawn),-9%,-15%,-4%,0%,-1%,9,i,7,-3%,
O=C(Cn1cnc2c(nnn2Cc2ccccc2F)c1=O)NCC1CCCO1 (stereo not drawn),.,.,20%,.,.,8,i,11,-16%,
Cc1nc2ncnn2c(N2CCCC(C(=O)Nc3ccc4c(c3)CCC4)C2)c1C (stereo not drawn),-4%,-4%,-21%,7%,-32%,0,i,15,5%,
O=C(OCc1nnc(-c2ccccc2)o1)c1ccc2ccccc2n1,2%,2%,-1%,16%,-1%,17,i,4,-5%,Spn PMK inh pilot replicates=0.0;Spn MK inh pilot replicates=0.0;DPM-DC inhibit pilot screen %=0.0
COc1cc(C)c(C#N)c(OC)n1,0%,-5%,23%,8%,-2%,13,i,0,-2%,
CCN(Cc1ccccc1)C(=O)CSc1nc(C)cc(C)c1C#N,-4%,0%,3%,6%,-24%,3,i,1,-4%,
CC(=O)c1c(C)[nH]c(C(=O)NCCN2CCC(C)CC2)c1C,-1%,-8%,.,5%,-12%,11,i,7,0%,
CC1CCCCC1NC(=O)Cn1ncc2ccccc21 (stereo not drawn),4%,4%,7%,21%,-1%,13,i,4,0%,Spn PMK inh pilot replicates=2.5;Spn MK inh pilot replicates=0.0;DPM-DC inhibit pilot screen %=1.5
CCc1nnc(NCC(=O)N2CCc3ccccc32)s1,3%,-3%,.,1%,-8%,5,i,4,2%,
Nc1nc(-c2cccc(NS(=O)(=O)c3ccccc3)c2)cs1,27%,6%,5%,5%,29%,0,i,4,7%,
COc1cc(C(Nc2ccccn2)c2ccc3ccc(C)nc3c2O)cc(OC)c1O (stereo not drawn),4.8µM*,3%,-8%,-6%,4.7µM*,7,i,0,22%,
Fc1ccc(Cn2nnnc2CN2CCN(C3CCCCC3)CC2)cc1,14%,-10%,.,7%,-3%,12,i,5,5%,
CC(=O)Nc1ccc(NC(C)=O)s1,-16%,-4%,-4%,6%,-21%,3,i,5,31%,
O=C(Oc1cccc2cccnc12)c1cccs1,4.4µM*,-1%,11%,-2%,3.5µM*,15,i,0,0%,
O=C(CSc1nnc(COc2ccc(Cl)cc2)o1)N1CCN(c2ccccc2)CC1,3%,0%,-2%,12%,32%,4,i,5,1%,Spn PMK inh pilot replicates=1.0;Spn MK inh pilot replicates=0.0;DPM-DC inhibit pilot screen %=0.0
O=C(CSc1ncn(-c2ccccc2)n1)N1CCc2ccccc21,-4%,4%,4%,8%,0%,0,i,11,2%,
Cc1cc(C)n(-c2nc3c(c(=O)[nH]c(=O)n3C)n2C(C)C)n1,1%,3%,.,0%,-5%,17,i,0,-11%,
c1ccc(CCn2nnnc2C(c2cccs2)N2CCOCC2)cc1 (stereo not drawn),6%,-2%,-26%,10%,4%,25*,i,0,-8%,Spn PMK inh pilot replicates=+;Spn MK inh pilot replicates=0.0;DPM-DC inhibit pilot screen %=0.0
CC(C)COP(=O)(c1ccc(N(C)C)cc1)C(O)c1ccccc1F (stereo not drawn),-5%,-2%,0%,-3%,-16%,4,i,0,0%,

# Reprinted at random: 4 entries already listed, in no set order.
SMILES,KRASV12 cytotoxicity,Bfl-1 inhibitors,LYP phosphatase,TNAP inhibition,HPDE-C7 cytotoxicity,Spn PMK inh,DPM-DC inhibit,Spn MK inh,HT1080 cytotoxicity,others
O=C(COc1ccccc1)Nc1cccc(-c2nnc(-c3ccccc3)o2)c1,8%,-7%,9%,11%,8%,8,i,4,7%,
c1ccc(CCn2nnnc2C(c2cccs2)N2CCOCC2)cc1 (stereo not drawn),6%,-2%,-26%,10%,4%,25*,i,0,-8%,Spn PMK inh pilot replicates=+;Spn MK inh pilot replicates=0.0;DPM-DC inhibit pilot screen %=0.0
O=C(CSc1nnc(COc2ccc(Cl)cc2)o1)N1CCN(c2ccccc2)CC1,3%,0%,-2%,12%,32%,4,i,5,1%,Spn PMK inh pilot replicates=1.0;Spn MK inh pilot replicates=0.0;DPM-DC inhibit pilot screen %=0.0
Cc1ccc(OCCSc2nnc(NC(=O)c3ccco3)s2)cc1,14%,-10%,-2%,12%,4%,0,i,8,-2%,

# Bioassay records deposited in PubChem BioAssay by several laboratories.
